CHRM1 antagonist – blocks human M1 muscarinic receptor; P11229; CHO-K1 hM1, Fluo-8 calcium fluorescence, ACh EC80 antagonist; inhibition, % at 3 µM; 360,000 tested, 1.3% active; AID 588852;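 active = percent inhibition above its own plate's cutoff, namely the mean of that plate's compound wells plus 3 SD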;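 also: peak over basal fluorescence ratio during 140 s after agonist addition; 0% = ACh EC80 plus DMSO and 100% = DMSO alone without agonist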
Target sequence (P11229 whole entry, looked up): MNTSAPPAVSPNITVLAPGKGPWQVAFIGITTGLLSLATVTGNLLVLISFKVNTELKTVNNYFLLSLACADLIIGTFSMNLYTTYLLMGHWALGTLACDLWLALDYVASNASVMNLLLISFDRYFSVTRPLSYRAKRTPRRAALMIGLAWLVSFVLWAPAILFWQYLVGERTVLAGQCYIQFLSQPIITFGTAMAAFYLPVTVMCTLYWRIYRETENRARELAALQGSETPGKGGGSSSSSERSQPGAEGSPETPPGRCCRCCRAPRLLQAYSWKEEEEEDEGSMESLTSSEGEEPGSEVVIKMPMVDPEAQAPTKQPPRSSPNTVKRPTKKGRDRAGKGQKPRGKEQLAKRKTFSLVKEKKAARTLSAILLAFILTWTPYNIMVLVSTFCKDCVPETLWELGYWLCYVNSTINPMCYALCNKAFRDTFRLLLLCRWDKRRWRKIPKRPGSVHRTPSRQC
TAAR1 antagonist – human TAAR1 antagonism; Q96RJ0; CHO RD-HGA16 TAAR1, Fluo-8 calcium fluorescence, antagonist; inhibition, % at 3 µM; 360,000 tested, 1.5% active; AID 624466;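 active = inhibition above a per-plate cutoff, the mean inhibition of test compounds on that plate plus 3 SD, cut at about 49% in these data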;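 also: 0% = DMSO plus EC80 beta-PEA response and 100% = DMSO alone without agonist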
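System: CHO RD-HGA16 cells bearing hTAAR1. Reagent: EC80 β-phenethylamine stimulus. Schedule: seeding 17-24 h prior, 75-min 37 °C, 30-min RT dye loading. Signal: Fluo-8 intracellular calcium dye fluorescence, real-time kinetic reads. Read-out: % inhibition from peak post-agonist over basal fluorescence ratio. Benchmarks: vehicle wells and EC80 agonist wells. Replicates: n of 1.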
V1aR counter – V1a receptor agonism, counter-screen for OXTR agonists; P37288; CHO-V1R cells, Fluo-8 calcium fluorescence, agonist mode; 0% DMSO, 100% 3 nM vasopressin; activation, % at 3 µM; 320,000 tested, 0.25% active; AID 2797;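 active = activation above the mean activation of all tested compounds plus 3 SD, per screening run, cut at about 20% in these data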;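 also: signal is peak over basal fluorescence ratio across a 100 second FLIPR read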
Target sequence (P37288 whole entry, looked up): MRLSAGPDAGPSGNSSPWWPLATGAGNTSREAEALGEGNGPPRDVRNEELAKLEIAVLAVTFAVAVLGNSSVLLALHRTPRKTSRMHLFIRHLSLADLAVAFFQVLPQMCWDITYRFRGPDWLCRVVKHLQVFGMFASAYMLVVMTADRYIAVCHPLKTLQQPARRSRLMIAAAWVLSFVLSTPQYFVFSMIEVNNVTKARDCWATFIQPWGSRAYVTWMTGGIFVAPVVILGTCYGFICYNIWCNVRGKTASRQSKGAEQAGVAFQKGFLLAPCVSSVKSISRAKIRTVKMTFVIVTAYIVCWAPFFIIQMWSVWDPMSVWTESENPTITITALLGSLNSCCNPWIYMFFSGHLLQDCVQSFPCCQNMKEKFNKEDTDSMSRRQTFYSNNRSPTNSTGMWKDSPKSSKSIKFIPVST
OXTR agonist – human OXTR agonism; P30559; CHO-OTR cells, Fluo-8 calcium fluorescence; normalized: DMSO 0%, oxytocin 100%; activation, % at 3 µM; 320,000 tested, 0.32% active;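 active = activation above the mean of all tested compounds plus 3 SD, cutoff set per screening run, cut at about 20% in these data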;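 also: peak over basal fluorescence ratio from a 100 s FLIPR kinetic read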
CHRM1 PAM – potentiates human M1 receptor response to acetylcholine; P11229; CHO-K1 hM1, Fluo-8 calcium fluorescence, ACh EC20; 0% = ACh EC20, 100% = maximal ACh; activation, % at 3 µM; 360,000 tested, 0.088% active; AID 588819; in the data active = activation above about 19%, passing the limit was not always enough
TAAR1 ag – human TAAR1 agonism; Q96RJ0; CHO RD-HGA16 TAAR1, Fluo-8 calcium fluorescence; vehicle wells 0%, saturating PEA agonist 100%; activation, % at 3 µM; 360,000 tested, 0.99% active; AID 624467;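 active = activation above the mean activation of all test compounds in the run plus 3 SD, cut at about 38% in these data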
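System: CHO RD-HGA16 cells carrying human TAAR1 plus Gα16; Incubation: 17-24 h seeding, 75 min 37 °C dye, 30 min RT; Measured by: Fluo-8 fluorescence, 5 s baseline then 140 s kinetic read; Control set: DMSO and PEA EC100; Replication: single well for each compound.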
M1 ag – human M1 muscarinic receptor agonism. P11229. CHO-K1 hM1, Fluo-8 calcium fluorescence, agonist mode; 0% DMSO, 100% acetylcholine EC100. activation, % at 3 µM. 360,000 tested, 0.33% active. AID 588814;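 active = activation above the run's mean compound activation plus 3 SD, cut at about 16% in these data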;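 also: peak over basal fluorescence ratio within a 140 s kinetic read after compound addition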
CHO parental Ca – signal in parental CHO cells, OX1R antagonist counter-screen; parental CHO-K1, ATP-induced calcium, Fluo-8 fluorescence; inhibition, % at 5.6 µM; 330,000 tested, 0.63% active;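 active = inhibition above that plate's mean sample inhibition plus 3 SD, cut at about 26% in these data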;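 also: 0% = ATP-challenged DMSO wells and 100% = DMSO wells without ATP; some compounds past the cut are filed as inactive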
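Assay system: untransfected parental CHO cell line. Also added: ATP agonist challenge. Dosing: one dose, 5.6 µM nominal. Measured by: Fluo-8 fluorescence. Read-out: % inhibition. Benchmarks: ATP wells versus no-ATP DMSO wells. Repeats: no replicates.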
OXTR potentiator – human OXTR potentiation. P30559. CHO-OTR cells, Fluo-8 calcium fluorescence, potentiator mode; 0% = oxytocin EC15, 100% = EC100. activation, % at 3 µM. 320,000 tested, 0.061% active. AID 2445;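 active = activation above that plate's cutoff, the mean activation of tested compounds plus 3 SD, cut at about 6.6% in these data, passing the limit was not always enough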;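 also: 100% uses oxytocin at 75 nM as the full agonist control; some results filed as inactive read as strong as hits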
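Assay system: CHO-OTR cells, human receptor / Also added: oxytocin at about EC15, sub-maximal agonist stimulus / Dosing: single dose, 3.0 µM nominal final compound concentration / Incubation: 6 min pre-incubation, 100 s read / Technique: Fluo-8 calcium dye fluorescence / Read-out: % activation vs EC15 and EC100 oxytocin / Benchmarks: EC15 oxytocin low, 75 nM oxytocin high / Replicates: singlicate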
An asterisk follows results filed as active; . = not tested or not shown.

SMILES	CHRM1 antagonist	TAAR1 antagonist	V1aR counter	OXTR agonist	CHRM1 PAM	TAAR1 ag	M1 ag	CHO parental Ca	OXTR potentiator
NC1=NC2(CCCCC2)N(c2ccc(F)cc2F)C(N)=N1	10	20	0.7	-0.1	-1	0	-9	-12	-12
COc1cc(SC)ccc1C(=O)N1CCN(Cc2ccccc2)CC1	9	-3	0.8	-0.9	-1	8	-5	-5	-14
O=C(NC(=O)c1cc(OCC(F)(F)F)ccc1OCC(F)(F)F)Nc1ccccc1	12	-9	0.2	0.7	-10	3	-5	-16	-8
Cc1ccc2c(c1)c1c(n2CC(O)Cn2c(C)nc3ccccc32)/C(=N\O)CCC1 (configuration not stated)	-6	.	8.0	13	10	.	-2	3	-22
O=S(=O)(c1ccccc1)N1CCCC1c1cccs1 (configuration not stated)	-15	-20	-0.2	-2.4	11	-2	-5	-2	-7
CNC(CC(=O)c1ccc([N+](=O)[O-])cc1)C(Cl)(Cl)Cl (configuration not stated)	0	.	-0.4	0.6	-3	.	-7	-6	1
Cc1ccc(NC(=O)c2nnn(CC(=O)Nc3ccccc3)c2N)cc1C	-8	-6	0.6	1.1	1	6	0	0	-4
CC1(CC(=O)N/N=C/c2ccc(-c3ccc(Cl)cc3)o2)OCCO1	-4	-7	-0.7	-1.4	16	2	-4	-17	-2
CN(C)S(=O)(=O)N1CCN(C(=O)c2cccc(Br)c2)CC1	12	-5	0.7	0.0	-6	1	-6	-8	-1
CCOc1ccc(CNCCN2CCCC2)cc1	-10	1	2.3	3.0	-3	1	-6	-14	-1
OC(Cc1ccnc2ccccc12)C(Cl)(Cl)Cl (configuration not stated)	12	16	.	.	-10	4	5	.	.
Cc1cc(-c2ccccc2)nc2c(Br)c(=O)[nH]n12	-1	-12	-0.5	0.8	7	0	-2	-9	-2
O=C(CSc1nnc(CNC(=O)c2cccs2)o1)Nc1ccccc1F	-8	-3	0.4	0.6	15	1	-2	-3	-2
OCCCNc1nc(-c2ccccc2)nc2c1oc1ccccc12	3	12	0.9	-1.3	-3	6	-3	-3	-5
COc1cccc(C(=O)SC2=NCCS2)c1	3	-10	1.1	0.0	-4	7	-4	-5	5
O=C(c1cccs1)C1CCCN(Cc2nc(Cc3ccccc3F)no2)C1 (configuration not stated)	-3	13	5.5	2.4	3	4	-8	-13	-15
Cc1cc(C)nc(N/C(=N\S(=O)(=O)Cc2ccccc2)Nc2cccc(Cl)c2C)n1	-5	-9	0.6	1.7	6	10	-2	-1	5
O=C(C(=O)N1CCCCC1)c1c(-c2ccccc2)[nH]c2ccccc12	-22	-7	2.6	-1.3	16	3	-1	-19	-2
Cc1ccc(NC(=O)Cc2csc(-c3ccccc3)n2)cc1F	-4	6	1.1	-1.5	-7	-1	-6	-15	-5
CCCn1c(SCC(=O)NCc2cccs2)nc2c1c(=O)n(C)c(=O)n2C	-20	-7	0.7	0.2	4	7	0	-10	-7
COc1ccccc1OCC(=O)O/N=C(\N)c1ccccn1	6	-24	0.4	0.0	-6	1	-2	-4	-3
COc1ccccc1-c1oc2ccccc2c1-c1ccc2c(c1)OCO2	7	14	0.8	-0.3	-8	-1	-5	-35	-8
Cc1ccc(OCCC(=O)OCC(=O)NC(=O)NC2CCCC2)cc1	5	-17	-0.8	-1.5	-6	-1	-5	-18	-2
Cc1cc2c(Nc3ccc(C(=O)O)cc3)ncnc2s1	-12	-1	-0.2	0.3	11	-1	0	-1	-12
Cc1ccc(S(=O)(=O)N2CCCCC2)cc1NCC(=O)Nc1ccc(Br)cc1F	15	57*	.	.	-12	7	4	.	.
CCC(=O)Nc1ccc(NC(=O)CSc2nnnn2-c2ccc3c(c2)OCCO3)cc1	-5	-3	1.3	1.0	11	8	0	4	-4
CCS(=O)(=O)N1Cc2ccccc2CC1C(=O)OCC(=O)Nc1ccc(SC(F)F)cc1 (configuration not stated)	1	37	2.3	1.3	5	5	-4	1	-5
COc1ccccc1S(=O)(=O)Nc1cc(S(=O)(=O)N2CCCCC2)ccc1N1CCOCC1	3	-8	-0.3	0.4	8	0	-6	-21	-4
Cc1cc(C)nc(NNS(=O)(=O)c2ccc(F)c(Cl)c2)n1	-3	-16	0.6	1.6	9	2	-7	-11	-1
CCC(=O)Nc1ccc(-c2ccc(N3CCC(C)CC3)nn2)cc1	5	.	1.0	-0.8	0	.	4	-9	-5
Cc1ccccc1CN(c1ccc(C(=O)NCCC2=CCCCC2)cc1)S(C)(=O)=O	0	21	4.1	1.0	7	20	-2	-13	-14
O=C(NCCCc1ccccc1)c1c(O)nc2sccn2c1=O	-7	-19	-1.7	-2.2	5	13	3	-12	1
CCOC(=O)C1=C(C)NC(=O)NC1c1ccc(OCCO)c(OC)c1 (configuration not stated)	-3	0	0.2	-0.2	4	-4	-2	5	-7
CC(c1ccccc1)n1c(-c2cccs2)nc2c(c(=O)c3ccccc3n2C)c1=O (configuration not stated)	9	-4	-0.8	-1.4	1	0	-2	-10	-5
CCOC(=O)NC(O)C(=O)c1cccs1 (configuration not stated)	-28	-3	0.5	0.6	5	4	-2	5	-8
CCC(C)C(=O)Nc1nc2c(s1)C(=O)CC(C)(C)C2 (configuration not stated)	-8	-10	-0.4	-1.2	4	-1	-3	-10	-3
CCc1ccc(NC(=O)CN(c2cccc(C)c2)S(C)(=O)=O)cc1	-9	-3	-1.1	-0.7	-3	12	-5	-2	3
O=C(NCc1cccs1)c1nc(-c2cccs2)no1	-1	5	1.0	-0.3	2	1	-7	0	-16
CC1(Cc2ccc(F)cc2)C(=O)Nc2ccc(-c3cccnc3)cc21 (configuration not stated)	3	-12	.	.	-5	1	-3	.	.
CC(C)(C)c1ccc(S(=O)(=O)Nc2ccc(Cc3ccncc3)cc2)cc1	62*	39	13	19	-22	46*	-2	4	-9
O=C(c1cccc(N2CCCC2=O)c1)N1CCN(c2ccccc2)CC1	4	2	0.2	-0.3	3	6	-2	-15	-12
CC1CCN(C(=O)COC(=O)c2cc([N+](=O)[O-])ccc2N2CCOCC2)CC1	-13	0	0.4	1.3	9	4	-1	-16	-11
COc1cccc(N2CC(C(=O)Nc3nnc(SCCN4CCOCC4)s3)CC2=O)c1 (configuration not stated)	6	-21	-0.5	-0.4	-1	0	-3	-25	0
CCc1cccc(CC)c1NC(=O)CSc1nnc(C(C)C)n1CC	10	0	-0.8	-1.0	-5	6	-3	-4	-7
CCOc1ccc2nc3c(cc2c1)CN(CCOC)C(=NCCOC)S3	-4	0	-1.1	-2.5	4	1	-5	-20	-25
Cc1ccc(-c2nc3cc(NC(=O)C(C)C)ccc3o2)cc1C	-4	3	2.4	1.3	5	13	-2	-1	-5
O=C(Nc1ccccc1)OCCNC(=O)c1cccc(Cl)c1	4	5	5.6	11	-2	5	0	-12	-17
CCCCOC(=O)c1ccc(NC(=S)NC(=O)c2c(Cl)cnn2CC)cc1	0	-6	0.1	-1.3	1	6	-3	-20	-15
Nc1nc2ccc([N+](=O)[O-])cc2[nH]1	-1	-12	-0.5	0.7	-1	1	-4	-12	3
COc1ccc(S(=O)(=O)Nc2cccc(SC)c2)cc1C(=O)N1CCOCC1	-7	-9	-0.2	0.4	8	1	-5	-10	-5
Cc1[nH]c2ccccc2c1/C=C/c1nc2ccccc2c(=O)n1-c1ccc([N+](=O)[O-])cc1	-11	0	-0.4	0.0	7	9	-5	-16	2
O=C(NCCCn1ccnc1)c1nc(Cn2ccc([N+](=O)[O-])n2)no1	2	-8	-0.8	0.1	-1	4	-10	11	-9
Cc1ccc(C(CC(=O)O)NC(=O)c2ccc(S(=O)(=O)N3CCCC3)cc2)cc1 (configuration not stated)	-14	-30	.	.	10	0	-5	.	.
CN(C(=O)COC(=O)C1=COCCO1)c1c(N)n(Cc2ccccc2)c(=O)[nH]c1=O	2	-15	-0.4	0.1	0	0	-1	13	-9
COc1ccc(-c2noc(C3CCCN(C(=O)c4ccccc4)C3)n2)cc1 (configuration not stated)	0	1	3.1	1.8	-1	0	-1	-22	-12
O=[N+]([O-])c1cccc(/C=C/c2nc[nH]c2[N+](=O)[O-])c1	-3	-6	2.0	5.2	7	3	2	3	-9
CC1CN(CC(O)COc2ccccc2C(C)(C)C)CC(C)O1 (configuration not stated)	0	2	0.1	0.2	-1	10	-4	-16	-3
CC(C)(C)[C@@H]1COC(=O)[C@H](Cc2ccc(F)cc2)C/C=C\C[C@@H](CC(=O)N(CCO)Cc2ccccc2)C(=O)N1	9	44	0.8	0.6	-7	21	-2	-15	-1
CC(C(=O)O/N=C(\N)c1cccnc1)c1ccc([N+](=O)[O-])cc1 (configuration not stated)	-8	16	0.3	1.1	6	8	-4	-8	-2
CCOC(=O)c1nnsc1N	-6	-11	-0.8	0.8	6	0	-1	0	-1
COc1ccccc1CC(NC(C)=O)C(=O)NC1CCN(C(=O)Nc2ccc(F)cc2)CC1 (configuration not stated)	-10	-15	0.9	1.8	8	12	-1	-3	-9
c1ccc(CCNC2=NCCS2)cc1	9	3	-0.1	2.2	-5	50*	-12	-3	3
CN(CC(=O)Nc1ccc(F)c(F)c1F)c1ncnc2sccc12	-2	9	4.7	6.4	10	1	-6	-15	-3

Reformatted: 6 of the compounds above.
Below each SMILES: CHRM1 antagonist, TAAR1 antagonist, V1aR counter, OXTR agonist, CHRM1 PAM, TAAR1 ag, M1 ag, CHO parental Ca, OXTR potentiator
> O=C(C(=O)N1CCCCC1)c1c(-c2ccccc2)[nH]c2ccccc12
    -22, -7, 2.6, -1.3, 16, 3, -1, -19, -2
> Cc1ccc(NC(=O)Cc2csc(-c3ccccc3)n2)cc1F
    -4, 6, 1.1, -1.5, -7, -1, -6, -15, -5
> CCCn1c(SCC(=O)NCc2cccs2)nc2c1c(=O)n(C)c(=O)n2C
    -20, -7, 0.7, 0.2, 4, 7, 0, -10, -7
> COc1ccccc1OCC(=O)O/N=C(\N)c1ccccn1
    6, -24, 0.4, 0.0, -6, 1, -2, -4, -3
> COc1ccccc1-c1oc2ccccc2c1-c1ccc2c(c1)OCO2
    7, 14, 0.8, -0.3, -8, -1, -5, -35, -8
> Cc1ccc(OCCC(=O)OCC(=O)NC(=O)NC2CCCC2)cc1
    5, -17, -0.8, -1.5, -6, -1, -5, -18, -2

Screening data as filed in PubChem.
